Bioassay records deposited in PubChem by several laboratories.
NR2E3 ag-1 = agonists of human nuclear receptor NR2E3; Q9Y5X4; GST-NR2E3/biotin-RetCOR TR-FRET, 1536-well; inhibition of corepressor binding, % at 4.78 µM; 320,000 compounds, 0.12% hits; AID 2300;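 active means percent inhibition above the cutoff of mean plus 3 SD of all tested compounds, set per screening campaign, cut at about 20% in these data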;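 further: 0% = DMSO wells and 100% = biotin wells as full block of FRET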
Target sequence (Q9Y5X4 whole entry, looked up): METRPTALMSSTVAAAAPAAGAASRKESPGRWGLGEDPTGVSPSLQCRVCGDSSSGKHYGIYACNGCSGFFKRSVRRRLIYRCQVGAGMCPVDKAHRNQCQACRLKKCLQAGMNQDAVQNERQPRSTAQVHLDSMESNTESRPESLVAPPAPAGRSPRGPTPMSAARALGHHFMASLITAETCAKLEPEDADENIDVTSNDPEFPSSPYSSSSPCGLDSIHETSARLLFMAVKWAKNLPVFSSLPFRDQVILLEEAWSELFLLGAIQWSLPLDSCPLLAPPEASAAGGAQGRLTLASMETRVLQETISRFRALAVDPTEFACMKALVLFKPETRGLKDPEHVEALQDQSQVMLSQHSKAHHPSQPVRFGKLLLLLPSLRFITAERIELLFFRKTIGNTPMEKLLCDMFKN
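Test system – NR2E3–RetCOR corepressor complex · Quantity – NR2E3 fusion 1.35 nM · Buffer or medium – Tris pH 7.5 · Incubation – Compound–protein incubation for 5 h at 4 °C · Technique – TR-FRET, Eu(K)-anti-GST donor, streptavidin-D2 acceptor, ex 340, em 617/671 nm · Evaluation – percent inhibition of 671/617 nm emission ratio versus biotin and DMSO controls · Plate – 1536-well format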
EBV LMP1 NFkB = inhibitors of Epstein-Barr LMP1-induced NF-kappaB reporter; LMP1-induced NF-kappaB luciferase reporter cells, luminescence; inhibition, % at 12.5 µM; 350,000 compounds, 0.69% hits; AID 504558; in the data active means inhibition above about 41%;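 further: 0% = neutral control wells and 100% = reference inhibitor control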
Peg3 promoter = Peg3 promoter activity inhibition. HeLa PEG-Prom luciferase reporter, luminescence, overnight. inhibition, % at 20 µM. 360,000 compounds, 1.7% hits;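 active means inhibition of at least 50% at 20 µM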
Shn3 inh set2 = Schnurri-3 reporter inhibition in Clone20 osteoblasts; Clone20 osteoblast Shn3 3'UTR firefly luciferase, 24 h; inhibition, % at 12.5 µM; 360,000 compounds, 0.52% hits; AID 588674;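 active means mean inhibition of at least 75% with every replicate also reaching 75%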;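 further: 0% = median of neutral control wells and 100% = pilot-screen positive control compound; some compounds past the cut are filed as inactive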
TRPM1 prom inh = reduces MITF-dependent TRPM1 promoter luciferase signal; inhibition, % at 12.5 µM; 330,000 compounds, 0.83% hits; SK-MEL-5 TRPM1 promoter luciferase, 24 h; AID 488899;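 active means mean inhibition across replicates of 60% or more, whatever share of single replicates reaches that level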; further: values of inactives mirror those of a sister screen read the other way
HIF-2a inh = blocks HIF-2a reporter activity. 786-0 RCC cells HIF-2a reporter, luciferase luminescence, overnight. inhibition, % at 18.8 µM. 360,000 compounds, 0.72% hits. AID 624352;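 active means inhibition of the luminescence signal of 40% or more relative to plate controls, in a single-dose primary screen at 18.75 µM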
iPSC survival up = enhancers of human iPSC single-cell survival | hiPSC single-cell survival, ATPlite luminescence; 100% = ROCK inhibitor wells, 0% = DMSO | survival enhancement, % at 20 µM | 360,000 compounds, 0.044% hits | AID 602274; in the data active means survival enhancement above about 18%;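 further: cells exposed to compounds for 16 hours before the ATP read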
C8 TRAIL sens = sensitizes caspase-8 expressing cells to TRAIL | NB7+C8 cells + TRAIL, ATPlite viability luminescence | inhibition (viability loss, TRAIL sensitization), % at 10 µM | 360,000 compounds, 1% hits | AID 624354;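 active means compounds causing at least 50% loss of cell viability in the single-dose screen, relative to plate controls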
NR2E3 ag-2 = agonists of human NR2E3 nuclear receptor | Q9Y5X4 | AID 602229 | 360,000 compounds, 0.35% hits | inhibition of corepressor binding, % at 3.98 µM | CHO-S Gal4-NCOR/VP16-NR2E3 two-hybrid, luciferase;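 active means inhibition above the mean of all tested compounds plus 3 SD, cut at about 70% in these data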;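 further: 0% = DMSO with NR2E3 transfected cells and 100% = cells lacking NR2E3 construct; higher means lower luciferase signal from less NR2E3 corepressor binding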
KKLEB tox = CF airway cell cytotoxicity counter-screen; activity change (cytotoxicity), % at 5 µM; AID 602141; KKLEB CF airway cells viability, ATPlite luminescence, overnight; hits give low values; cells stimulated with P. aeruginosa culture filtrate; 360,000 compounds, 0.36% hits;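 active means corrected activity change at or below -50% at 5 µM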
CF NFkB block = inhibitors of cystic fibrosis induced NF-kB; KKLEB NF-kB-GFP reporter, PAF-induced, GFP fluorescence overnight; inhibition, % at 5 µM; 360,000 compounds, 0.86% hits; AID 588850;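 active means at least 50% inhibition at 5 µM, scaled per plate between neutral and stimulator controls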;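 further: PAF is a Pseudomonas aeruginosa culture filtrate used as stimulus; plate controls were PAF-stimulated DMSO wells for no effect and unstimulated DMSO wells for full effect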
An asterisk follows results filed as active; nt = not tested or not shown. Not all compounds are listed, so the mix of outcomes need not match the whole.

SMILES	iPSC survival up	NR2E3 ag-1	KKLEB tox	C8 TRAIL sens	HIF-2a inh	Peg3 promoter	EBV LMP1 NFkB	NR2E3 ag-2	Shn3 inh set2	TRPM1 prom inh	CF NFkB block
O=C(Nc1ccc(S(=O)(=O)N2CCOCC2)cc1)c1ccc([N+](=O)[O-])cc1Cl	2.8	0.6	2.7	12.8	-14.7	3.2	-6.2	-0.9	8.4	-7.7	-26.6
Cc1cccc(NC(=S)NCCc2ccc(S(N)(=O)=O)cc2)c1C	-3.6	-1.2	3.2	-5.1	12.4	-1.5	-6.6	-5.9	-0.7	-5.6	13.4
O=C(COc1ccc2c3c(c(=O)oc2c1)CCC3)NC1CCCCC1	1.2	0.2	16.0	3.9	-22.4	-14.1	-1.3	10.8	0.5	-5.3	-33.9
COc1ccc(NC(=O)CCCCCN2C(=O)c3ccccc3C2=O)c(OC)c1	2.4	1.5	-20.9	3.2	11.6	16.2	-6.3	-6.4	1.9	8.1	3.1
O=[N+]([O-])c1ccc(CSc2ncnc3ccccc23)cc1	0.1	0.9	-13.6	6.5	-14.8	-8.5	4.4	-5.9	1.5	-2.9	24.1
CSc1nccc(N/N=C/c2ccccc2)n1	-0.7	2.8	5.2	18.6	-349.3	-368.7	-13.6	-169.1	-24.4	-87.9	-24.3
COC(=O)c1ccc(CSc2nccn2C)cc1	-1.5	-4.8	0.0	-11.4	-74.4	-43.9	-23.0	-17.7	-25.5	-33.1	-1.1
N#Cc1nc(-c2ccccc2F)oc1N1CCCC1	0.4	1.1	1.5	-5.2	-169.1	-32.9	-10.0	3.4	-24.9	-29.6	0.3
O=C(COC(=O)c1cccnc1Cl)Nc1cccc(S(=O)(=O)N2CCOCC2)c1	0.8	nt	-22.3	-4.1	11.0	7.0	4.1	-22.8	3.0	-6.8	-15.5
COc1ccc(N(CC(=O)N2CCN(Cc3ccc4c(c3)OCO4)CC2)S(=O)(=O)c2ccc(F)cc2)cc1	1.5	-0.6	-1.6	15.2	18.4	-10.6	-5.2	-3.6	2.6	-2.8	-6.0
CCOC(=O)C1=CCN(S(=O)(=O)c2ccccc2Cl)C1c1ccc(C)cc1 (configuration not stated)	0.7	nt	-17.8	-1.5	4.3	1.6	nt	-18.1	-8.5	nt	17.8
Cc1ccc(C)c(N2N=C(C(=O)OCc3nnc(-c4cccs4)o3)CCC2=O)c1	-0.6	nt	11.9	-9.3	-4.5	-9.8	-1.6	-11.3	-26.2	-4.5	-25.4
Cc1cc(C)n(/N=C/c2cc(Cl)cc(Cl)c2O)c(=O)c1	-0.5	0.4	4.4	-6.0	12.3	11.9	-14.3	-2.0	-5.0	6.3	11.2
COc1cc2c3c(c1)C1(C(=O)N3C(C)(C)C=C2C)C(C#N)=C(N)Oc2cc(O)ccc21 (configuration not stated)	1.8	4.1	5.3	-3.0	16.4	32.4	1.7	0.2	3.5	20.7	4.1
CCc1ccccc1-n1c(SCC(=O)N2CCCC2)nnc1-c1ccccn1	-1.0	0.9	-8.2	-12.8	11.3	7.0	-5.8	4.5	0.4	0.0	23.3
CC(C)C(NC(=O)c1ccc(C(C)(C)C)cc1)C(=O)NCC(c1ccccc1)N(C)C (configuration not stated)	-0.9	0.7	-12.7	1.1	-9.5	5.1	2.8	-8.8	28.7	-10.9	11.8
COc1ccc2[nH]c(C(=O)O)c(CCNC(C)=O)c2c1	-1.6	0.0	-5.0	-1.4	9.4	1.2	-9.9	-8.7	-26.4	-1.5	-6.9
c1ccc(OCCNc2ccn3nc(-c4ccco4)cc3n2)cc1	3.4	nt	-12.0	10.4	-255.0	-206.7	nt	-50.6	-31.2	nt	6.6
COc1ccc(CN(C)C(=O)c2[nH]c(C)c(C(C)=O)c2C)cc1F	-0.5	-0.6	1.2	-2.2	10.1	-1.9	-2.7	19.2	45.5	7.1	-8.2
CCOc1ccc(-n2c(C)c(C(=O)OC)c3cc(O)ccc32)cc1	0.0	-0.6	-0.4	-5.8	17.6	15.4	12.1	-23.8	-0.1	-2.1	23.6
COc1ccc(CCNC(=O)c2cc(S(=O)(=O)N3CCCC3)cn2C)cc1OC	-1.2	-2.3	8.6	-11.8	2.5	1.5	-1.7	-9.3	2.8	10.4	-1.6
CCC(=O)Nc1cccc(-c2nnc(-c3cccc(NC(=O)CC)c3)o2)c1	0.6	0.1	-16.4	-10.4	-28.4	42.3	9.0	-19.4	7.1	-2.2	-12.2
C1=CCC(CN2CCN(C3CCCCCC3)CC2)CC1 (configuration not stated)	-0.7	1.2	-6.8	2.3	13.9	1.7	0.7	-8.0	-2.1	0.1	14.6
CC1Sc2ccc(S(=O)(=O)CCC(=O)Nc3ccccc3Cl)cc2NC1=O (configuration not stated)	0.8	-0.4	13.4	5.9	11.9	11.2	-15.6	-5.2	2.8	3.1	-12.0
COc1ccccc1/C=C/C(=O)Oc1cccc2cccnc12	-1.5	-1.1	-2.6	3.7	-8.1	6.0	-5.2	-3.9	-12.3	-11.7	8.1

SMILES	iPSC survival up	NR2E3 ag-1	KKLEB tox	C8 TRAIL sens	HIF-2a inh	Peg3 promoter	EBV LMP1 NFkB	NR2E3 ag-2	Shn3 inh set2	TRPM1 prom inh	CF NFkB block
CCOC(=O)N1CCN(Cc2ccccc2Cl)CC1	2.2	0.6	2.3	-5.1	-4.7	-5.2	5.9	-23.1	-67.7	-18.9	-5.4
CCN(c1ccccc1)S(=O)(=O)c1ccc(Cl)c(C(=O)O)c1	0.2	-1.9	-10.3	-1.8	19.1	6.6	-3.2	9.9	6.8	8.7	-14.5
Cc1cc(C)nc(NS(=O)(=O)c2ccc(NC(=O)c3nn(-c4ccccc4)ccc3=O)cc2)n1	-0.3	-2.6	-9.5	-6.4	11.4	6.2	7.6	-39.9	12.8	12.1	-3.9
O=C(C[C@@H]1C/C=C\CCCC(=O)OC[C@@H]2CCCN2C1=O)NCCO	1.9	nt	6.9	-11.0	9.4	9.6	-2.4	-13.6	-0.4	1.4	1.7
CC(=O)c1ccc(OCCCC(=O)Nc2cccc(-c3nn[nH]n3)c2)cc1	-0.5	-1.2	7.6	2.1	3.3	10.3	-2.2	19.6	-5.1	-3.4	-1.8
Cc1cc(NC(=O)CSc2ccc(Cl)cc2)no1	0.4	1.0	8.8	-5.6	-45.1	7.4	-1.2	-9.3	-4.4	2.7	-6.6
CSCc1c(C(=O)N2CCCc3ccccc32)oc2ccccc12	1.0	0.5	-6.4	12.8	19.6	20.6	0.2	-8.5	12.6	7.1	0.6
CCCCSCCCNC(=O)C1CCC(CNS(=O)(=O)c2ccccc2)CC1 (configuration not stated)	-0.3	-1.1	-5.4	-8.1	-4.4	4.7	10.7	-33.4	18.5	nt	12.8
CCN(CC)C(=O)C1CCCN(C(=O)Nc2ccc3nsnc3c2)C1 (configuration not stated)	9.6	2.1	5.2	-17.7	-9.2	9.7	-2.6	-9.4	0.5	-3.6	1.1
CC1(C(=O)Nc2ccc3c(c2)OCO3)CCN1Cc1ccccc1OC(F)F (configuration not stated)	-0.3	nt	-6.3	13.1	-13.0	2.7	nt	-11.5	31.7	nt	7.3
CC1CCN(c2ccc(-c3ccc(NC(=O)c4ccco4)cc3)nn2)CC1	-0.4	-5.0	-11.3	28.6	-133.3	-168.8	-22.9	-65.1	-102.2	-68.5	14.2
O=C(O)CCC(=O)Nc1ccc(S(=O)(=O)c2ccc(NC(=O)CCC(=O)O)cc2)cc1	-0.6	1.8	10.4	9.6	15.4	12.5	3.8	-3.7	-15.2	7.9	-32.3
COc1ccc2c(C(=O)c3ccc(C)cc3)n(CCCC(N)=O)[n+]([O-])c2c1	0.1	0.9	-1.5	3.7	-8.6	-3.2	-2.3	-12.9	-1.0	8.8	-13.7
Nc1n[nH]c(N)c1N=Nc1cccc(C(F)(F)F)c1	-0.4	2.2	-8.3	7.2	-161.8	-106.1	6.7	-26.9	-28.9	-29.3	35.0
CCc1cc(C(=O)N/N=C/c2c(C)[nH]c3ccccc23)cs1	-1.5	-1.3	4.3	-15.6	-52.7	-14.5	1.1	-4.2	13.2	10.7	-11.8
CCOC(=O)c1ccccc1NC(=O)C=C(C)C	0.5	-1.4	2.4	-3.9	7.6	13.1	1.0	6.3	-7.7	10.1	-42.1
CC(C)(O)C#Cc1ccc(CN2CCCC(CO)(Cc3cccc(Cl)c3)C2)cc1 (configuration not stated)	0.4	1.8	-6.2	6.8	-2.3	14.1	0.1	5.9	25.1	18.7	16.1
CCOC(=O)C(=O)c1csc(NC(=O)COc2ccc(N(C)S(=O)(=O)c3ccc(F)cc3)cc2)n1	-2.1	3.7	7.9	-1.3	18.3	5.7	-11.9	-0.7	1.2	9.6	-7.1
O=C(CCCn1c(=S)[nH]c2ccccc2c1=O)N1CCOCC1	0.3	0.4	-3.8	-14.9	16.4	9.0	-10.9	-20.1	-7.0	-1.4	15.4
CCNC(=O)NC1c2ccccc2CSc2ccccc21 (configuration not stated)	-0.5	3.7	0.5	6.0	12.4	7.6	16.3	-25.6	9.6	-0.5	-4.1
Cc1ccc(NC(=O)COC(=O)COc2ccc3ccc(=O)oc3c2)cc1[N+](=O)[O-]	-1.1	1.8	-3.1	-2.3	4.0	0.3	-2.4	-0.5	5.5	-5.9	3.6
COc1ccc(NC(=O)CSc2c3c(nc4ccccc24)CCC3)c(OC)c1	0.0	2.3	0.9	7.6	18.0	-7.7	-0.1	4.5	6.2	11.7	11.0
O=C(Cn1nnc(-c2ccc(Cl)cc2)n1)NCc1ccco1	-0.9	-0.4	1.7	1.5	-44.9	-24.2	2.9	-16.4	21.5	15.2	-1.7
Cc1ccc(C)c(NC(=O)CCc2nnc3ccc(N4CCCC4)nn23)c1	1.0	1.4	-6.9	-4.7	15.1	-1.4	4.4	-15.3	3.8	3.9	-2.5
COc1cccc(OC)c1OCCNCC1COc2ccccc2O1 (configuration not stated)	7.6	-1.7	27.2	9.4	-15.5	-15.6	5.2	-30.8	9.1	4.7	-4.2
CC(=O)Oc1cccc(N2C(=O)c3ccc(C(=O)Nc4c[nH]c(=O)[nH]c4=O)cc3C2=O)c1	5.8	0.3	7.5	-5.0	12.9	5.2	-5.1	5.6	8.2	-11.1	-16.8
CCc1nnc(NC(=O)CSc2nnc(Cc3ccccc3)n2-c2ccc(OC)cc2)s1	-0.1	2.6	8.2	-2.7	18.9	12.8	-1.7	-0.4	15.4	4.0	-15.9
CCn1cc(Br)c(C(=O)Nc2nccs2)n1	0.4	-0.8	6.9	0.8	-83.2	-66.8	1.8	-22.6	-33.6	-19.7	12.4
